SIRT5 inh: SIRT5 desuccinylase inhibitors, primary screen, biochemical, fluorescence imaging, single point, set 5 | inhibition, % at 15 µM | Purified SirT5, succinyl-peptide AMC, trypsin-coupled fluorescence | 330,000 compounds, 1.1% hits | AID 652115, 2013 | NAD-dependent protein deacylase sirtuin-5, mitochondrial (Homo sapiens), Q9NXA8; in the data active = inhibition above about 15%; inconclusive = no clear call, values can overlap the other calls
Target sequence (Q9NXA8 whole entry, looked up): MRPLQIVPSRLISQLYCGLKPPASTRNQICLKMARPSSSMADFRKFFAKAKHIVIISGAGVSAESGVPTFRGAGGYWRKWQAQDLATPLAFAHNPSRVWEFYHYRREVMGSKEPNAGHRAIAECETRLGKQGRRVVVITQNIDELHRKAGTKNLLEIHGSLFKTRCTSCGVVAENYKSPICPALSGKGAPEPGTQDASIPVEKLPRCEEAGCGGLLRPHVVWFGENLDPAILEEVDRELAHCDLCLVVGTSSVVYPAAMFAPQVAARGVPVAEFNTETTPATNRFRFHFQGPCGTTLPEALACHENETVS
Cneo AK release: Cryptococcus neoformans cell lysis inducers, primary screen, AK release luminescence, single concentration | C. neoformans lysis, adenylate kinase release luminescence, 4 h; normalised: neutral wells 0, clomiphene wells 100 | lysis activity, % at 15 µM | 360,000 compounds, 0.2% hits;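 active = mean lysis activity across replicates of at least 80%, whatever share of replicates individually reach that level; inactive = mean lysis activity below 80%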
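Assay system: Cryptococcus neoformans yeast cells / Dosing: single-point compound dose / Timing: 4 h at 37 °C static, read 1 h later / Measured by: luminescence of released adenylate kinase using an AK detection reagent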
miR122 inh: miR-122 Renilla sensor signal increase in Huh7, primary screen, miR-122 inhibitor project, cell-based, single point, plate reader | activation (reporter increase), % at 12.5 µM | 340,000 compounds, 0.3% hits | Huh7 miR-122 Renilla luciferase sensor, 48 h; neutral wells = 0, positive control = 100;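 active = mean replicate activation score at least 90 and every replicate individually at or above 90; inconclusive = only one of the two criteria met; inactive = neither criterion met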;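 also: higher luciferase means less miR-122 activity so hits act as miR-122 inhibitors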
Statin myotox sup: suppressors of statin myotoxicity in C2C12 myotubes, primary screen, cell-based, single point, plate reader; C2C12 myotubes + simvastatin, ATP luminescence, 48 h; scaled: DMSO 0, geranylgeraniol control 100; rescue of ATP level, % at 7.49 µM; 330,000 compounds, 0.78% hits; AID 602340, 2012;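 active = mean ATP rescue above about 67%, or every replicate alone reaching that limit, limit read from the data, passing the limit was not always enough; inconclusive = no clear call, values can overlap the other calls; inactive = mean under the limit and some replicate under it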;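 also: myotubes were challenged with 10 µM simvastatin during compound exposure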
esBAF inh: Bmi1 luciferase reporter increase in mESCs, primary screen, esBAF inhibitor project, mouse ES cells, Bmi1 luciferase knock-in, single point; 24 h; 100% = twice the neutral-well signal; 350,000 compounds, 2% hits; AID 602393, 2012; reporter increase, % at 12.5 µM; in the data active = activation above about 40%; inconclusive = no clear call, values can overlap the other calls;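 also: 0% = median of the plate's neutral control wells and 100% = double that signal; a rise in the Bmi1 reporter signal indicates esBAF inhibition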
ERp5 inh: inhibitors of ERp5-driven insulin aggregation, primary screen, biochemical, turbidity, absorbance 650 nm, single point; Protein disulfide-isomerase A6 (Homo sapiens), Q15084; 90 min; inhibition, % at 9.99 µM; 350,000 compounds, 0.05% hits; AID 651711, 2012;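 active = mean replicate inhibition above about 25%, with every replicate also reaching it, limit read from the data, passing the limit was not always enough; inconclusive = only one of those two criteria met; inactive = neither criterion met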
Target sequence (Q15084 whole entry, looked up): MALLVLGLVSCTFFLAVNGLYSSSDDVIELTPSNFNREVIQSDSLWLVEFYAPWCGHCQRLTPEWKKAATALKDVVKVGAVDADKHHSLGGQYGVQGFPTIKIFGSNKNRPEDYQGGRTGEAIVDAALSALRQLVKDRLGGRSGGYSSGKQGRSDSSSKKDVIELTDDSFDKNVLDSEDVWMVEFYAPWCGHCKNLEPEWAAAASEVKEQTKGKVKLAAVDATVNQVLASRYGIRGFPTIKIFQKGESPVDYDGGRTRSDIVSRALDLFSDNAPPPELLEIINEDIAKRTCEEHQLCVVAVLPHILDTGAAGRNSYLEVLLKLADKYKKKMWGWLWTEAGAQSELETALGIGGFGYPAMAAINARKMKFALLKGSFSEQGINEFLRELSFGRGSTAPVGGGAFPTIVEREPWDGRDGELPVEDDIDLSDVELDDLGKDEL
ARNT TACC3 PPI: disruptors of ARNT/TACC3 protein interaction, primary screen, biochemical, AlphaScreen, single concentration; AlphaScreen His-ARNT PAS-B/GST-TACC3 binding, luminescence; TACC3 fragment carries E629A point mutation; inhibition, % at 9.99 µM; 390,000 compounds, 0.66% hits; AID 623870, 2012;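 active = mean inhibition of replicates at least 50% and at least half of replicates each reaching 50%; inconclusive = half or more replicates reach 50% but mean below 50%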;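 also: 0% = complete ARNT plus TACC3 wells and 100% = ARNT alone without TACC3; many hits fall short of the cut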
An asterisk follows results filed as active; ? = inconclusive; · = no result given; [ ] = dose if it differs, or a comment. The order is random. Share with any hit: about 4%.

SMILES	SIRT5 inh	Cneo AK release	miR122 inh	Statin myotox sup	esBAF inh	ERp5 inh	ARNT TACC3 PPI
CCc1c(O)nc(SCC(=O)Nc2ccccc2OC)n(-c2ccccc2C)c1=O	-6	2	3	10	5	-2	6
CC1CC/C(=N/Nc2ccccc2)C(=O)N1 (configuration not stated)	4	·	·	·	·	-10	-4
COc1ccc(S(=O)(=O)Nc2ccc3c(c2)C(=O)N([C@@H](C)CO)C[C@H](C)[C@H](CN(C)C(=O)NC(C)C)O3)cc1	1	5	7[16.7 µM]	·	-2	-10	23
Cc1ccc(S(=O)(=O)N2[C@@H](c3cccc(Cl)c3)C(C(=O)O)=CC[C@H]2c2ccc(C(C)C)cc2)cc1	·	-2	7	·	·	1	-17
CO[C@H]1CN(C)C(=O)c2ccc(NC(=O)Cc3ccccc3)cc2OC[C@H](C)NC[C@H]1C	-4	-1	-9[16.7 µM]	4	1	3	0
CNC[C@@H]1Oc2ccc(NC(=O)Cc3ccccc3)cc2C(=O)N([C@H](C)CO)C[C@@H]1C	-1	5	-3[16.7 µM]	-2	2	-3	4
Cc1ccc(-n2nc(-c3cccs3)cc2C(=O)NCC2CCCO2)c(C)c1 (configuration not stated)	·	-2	-5	·	·	·	-1
CO[C@H]1CN(C)C(=O)c2cc(NS(=O)(=O)CC(F)(F)F)ccc2OC[C@H](C)N(CC2CCCCC2)C[C@@H]1C	5	50	·	14	6	2	·
Cc1cc(Cl)ccc1OCCCC(N)=O	·	0	11	0	0	·	-9
O=c1cc(N2CCOCC2)cnn1-c1ccccc1	0	0	-2	8	30	2	-4
Cc1ccc(S(=O)(=O)Nc2ccc3c(c2)CC(=O)N([C@@H](C)CO)C[C@H](C)[C@H](CN(C)C(=O)Nc2c(C)noc2C)O3)cc1	-6	1	-8[16.7 µM]	-21	-6	23	-9
O=S(=O)(c1ccccc1Br)N(Cc1ccccc1)CC(O)COCc1ccccc1 (configuration not stated)	·	-3	·	-2	-8	-1	0
CCOc1ccc(OCCSc2nnnn2C2CCCCC2)cc1	·	4	6	6	2	·	-19
Cc1csc(NC(=O)CN2CCCCCC2)n1	-3	-1	-13	6	-2	-1	-7
CC#CCN1c2ccccc2[C@]23C[C@@H](C(=O)OC)N(C(=O)c4cc(C)oc4C)C2=NC(C(=O)OC)=C(C(=O)OC)[C@H]13	-4	-1	3	-8	1	0	1
CCCCC1=CC2=CC(=O)C(C)(OC(=O)CC)C(=O)C2=CN1CCCCO (configuration not stated)	·	-2	-3	-1	0	-5	11
NS(=O)(=O)c1ccc(CCNC(=O)C(=O)NCC2OCCN2C(=O)c2ccc3c(c2)OCO3)cc1 (configuration not stated)	-5	·	·	·	·	1	15
Cc1c(/C=N/NC(=O)c2ccccc2O)c2ccccn2c1C(=O)c1ccc(F)cc1	10	·	·	·	·	0	-11
COc1ccc(C(C)=O)cc1COC(=O)CNC(=O)c1ccc(Cl)cc1	-4	·	·	·	·	1	4
Cc1ccc(C(=O)OCC(=O)Nc2cccc(S(=O)(=O)N3CCCCC3)c2)o1	-1	-3	·	10	-3	-13	·
C[C@@H]1CN([C@@H](C)CO)C(=O)c2cc(NC(=O)c3ccccc3)ccc2O[C@@H](C)CCCCO[C@H]1CN(C)S(=O)(=O)c1cccs1	·	4	16[16.7 µM]	·	-2	·	3
Cc1ccccc1-n1c(SCC(=O)N2CCOCC2)nc(O)cc1=O	3	1	-17	-23	6	8	5
Cn1ccnc1Sc1nc(Nc2cccc(Cl)c2)nc(N2CCOCC2)n1	·	3	-6	-5	-3	·	2
CN(C)CCNC(=O)c1cc2ccccc2oc1=O	·	1	0	·	-6	·	-5
COc1ccc(OC)c(-n2c(O)cnc2Nc2nc(C)cc(C)n2)c1	·	-7	3	-2	-3	·	2

Reprinted at random: 7 compounds from above, in no set order.
SMILES	SIRT5 inh	Cneo AK release	miR122 inh	Statin myotox sup	esBAF inh	ERp5 inh	ARNT TACC3 PPI
Cc1c(/C=N/NC(=O)c2ccccc2O)c2ccccn2c1C(=O)c1ccc(F)cc1	10	·	·	·	·	0	-11
Cn1ccnc1Sc1nc(Nc2cccc(Cl)c2)nc(N2CCOCC2)n1	·	3	-6	-5	-3	·	2
CN(C)CCNC(=O)c1cc2ccccc2oc1=O	·	1	0	·	-6	·	-5
CO[C@H]1CN(C)C(=O)c2cc(NS(=O)(=O)CC(F)(F)F)ccc2OC[C@H](C)N(CC2CCCCC2)C[C@@H]1C	5	50	·	14	6	2	·
COc1ccc(OC)c(-n2c(O)cnc2Nc2nc(C)cc(C)n2)c1	·	-7	3	-2	-3	·	2
O=c1cc(N2CCOCC2)cnn1-c1ccccc1	0	0	-2	8	30	2	-4
Cc1ccc(C(=O)OCC(=O)Nc2cccc(S(=O)(=O)N3CCCCC3)c2)o1	-1	-3	·	10	-3	-13	·

One compound at a time, as listed above. Screens in order: SIRT5 inh | Cneo AK release | miR122 inh | Statin myotox sup | esBAF inh | ERp5 inh | ARNT TACC3 PPI
Results for Cc1c(/C=N/NC(=O)c2ccccc2O)c2ccccn2c1C(=O)c1ccc(F)cc1 = 10 | · | · | · | · | 0 | -11
Results for CCc1c(O)nc(SCC(=O)Nc2ccccc2OC)n(-c2ccccc2C)c1=O = -6 | 2 | 3 | 10 | 5 | -2 | 6
Results for Cc1ccccc1-n1c(SCC(=O)N2CCOCC2)nc(O)cc1=O = 3 | 1 | -17 | -23 | 6 | 8 | 5
Results for COc1ccc(C(C)=O)cc1COC(=O)CNC(=O)c1ccc(Cl)cc1 = -4 | · | · | · | · | 1 | 4

New compounds follow.
SMILES	SIRT5 inh	Cneo AK release	miR122 inh	Statin myotox sup	esBAF inh	ERp5 inh	ARNT TACC3 PPI
CN(Cc1ccccc1)S(=O)(=O)c1nnc(NC(=O)c2ccccc2)s1	0	-2	12	-47	-4	1	-28
O=C(Nc1ccc(Oc2ccc(NC(=O)C3CCCO3)cc2)cc1)C1CCCO1 (configuration not stated)	·	-2	0	1	-2	·	-4
CN(C(=O)c1cccc(NC(=O)Cc2ccc(NC(=O)C3CCCN(C(=O)C4CCCC4)C3)cc2)c1)C1CCCC1 (configuration not stated)	-1	0	0	-14	-1	3	-1
COCCNC(=O)C[C@H]1CC[C@H]2[C@@H](COC[C@H](O)CN2C(=O)c2cc(Cl)cc(Cl)c2)O1	1	-2	0[16.7 µM]	-10	-2	1	-7
CO[C@H]1CN(C)C(=O)c2ccc(NS(=O)(=O)c3ccccc3Cl)cc2OC[C@@H](C)NC[C@H]1C	·	·	0[16.7 µM]	-2	-2	·	·
COc1cc(NC(=O)Nc2nc(C(N)C3CCCCC3)cs2)cc(OC)c1OC (configuration not stated)	3	3	-4	-16	-18	-4	·
Cc1nn(-c2ccccc2)c(Cl)c1/C=N/NC(=O)c1ccnn1C	-1	-3	9	-8	?	6	3
COc1ccc(-c2cc(=O)c3ccc(O)cc3o2)cc1OC	·	-1	5	2	21	8	·
COC(=O)c1c(NC(=O)CSc2nnc(C)c(=O)[nH]2)sc(C)c1C	2	·	5	·	·	0	-5
COc1ccccc1N1CCN(C(=O)c2cc(-c3ccco3)on2)CC1	1	1	-3	2	5	6	-8
COc1ccccc1NC(=O)CSc1nnc(-c2ccco2)o1	·	-4	·	-1	-3	·	-3
COc1ccc(S(=O)(=O)Nc2c(C)n(C)n(-c3ccccc3)c2=O)c(Cl)c1Cl	0	1	-1	0	1	-3	0
COc1ccc(NS(=O)(=O)c2cccc(C(=O)N3CCCCCCC3)c2)cc1	-2	0	·	3	2	2	-3
O=C(CCc1nc2ccccc2c(=O)[nH]1)N1CCN(C/C=C/c2ccccc2)CC1	·	·	3	·	-15	·	-1
O=S(=O)(N[C@@H]1CC[C@H](CCn2cc(C3(O)CCCC3)nn2)O[C@H]1CO)c1ccc(F)cc1	-4	0	·	3	3	-1	-7
C[C@@H]1CN([C@@H](C)CO)C(=O)Cc2cc(NC(=O)Cc3ccccc3)ccc2O[C@H]1CN(C)C(=O)Nc1ccccc1	2	61	1[16.7 µM]	-11	3	-3	5
O=C(Cc1ccc(F)cc1)Nc1ccc(F)c([N+](=O)[O-])c1	·	-1	-2	·	·	·	-5
Cc1[nH]c(=O)[nH]c(=O)c1S(=O)(=O)N1CCC(C(=O)N2CCN(Cc3ccccc3)CC2)CC1	·	10	-5	5	-8	·	-5
COc1cc([N+](=O)[O-])cc(/C=N\NC(=O)C2COc3ccccc3O2)c1O (configuration not stated)	2	·	-4	25	-8	-8	72*
Cn1c(N)c(C(=O)CSc2nc3ccccc3[nH]2)c(=O)n(C)c1=O	-3	1	-1	·	·	4	-3
CSc1ncccc1C(=O)N1CCCC(Nc2ccc(F)c(F)c2)C1 (configuration not stated)	·	-1	-1	2	0	-3	·
CN(C)CC(=O)N1[C@H](CO)[C@H](c2ccc(-c3cccc(C(=O)N(C)C)c3)cc2)[C@@H]1C#N	-2	-2	·	-7	-2	-2	-8
COc1ccc(NC(=O)CSc2ccc3c(c2)OCCO3)cc1OC	·	1	-4	·	·	·	0
CCCNC(=O)N(C)C[C@@H]1Oc2cc(-c3cccnc3)ccc2S(=O)(=O)N([C@H](C)CO)C[C@H]1C	-1	3	-8[16.7 µM]	2	4	1	-1
COc1ccc(OCc2cc(C(=O)NCCN3CCCC(O)C3)no2)c(Cl)c1 (configuration not stated)	1	-8	-1	4	10	-1	-8

ARNT TACC3 PPI: entries above that show a hit.
compound | SIRT5 inh | miR122 inh | esBAF inh | ERp5 inh | ARNT TACC3 PPI
COc1cc([N+](=O)[O-])cc(/C=N\NC(=O)C2COc3ccccc3O2)c1O (configuration not stated) | 2 | -4 | -8 | -8 | 72*

Carrying on.
SMILES	SIRT5 inh	Cneo AK release	miR122 inh	Statin myotox sup	esBAF inh	ERp5 inh	ARNT TACC3 PPI
Cc1c(C)n(Cc2ccccc2)c2ccc(C(=O)NCCCN3CCOCC3)cc12	-9	-5	-1	57	-2	-2	-4
CCOC(=O)c1cnn(Cc2ccccc2)c1N	-1	·	·	·	·	-2	-1
COc1ccc2cc(C(=O)N3CCN(c4ccc(F)cc4)CC3)[nH]c2c1	-2	2	-5	-4	11	0	4
CO[C@H]1CN(C)C(=O)c2cc(NC(=O)NC3CCCCC3)ccc2OC[C@H](C)N(C(C)=O)C[C@H]1C	-2	-7	-9[16.7 µM]	1	-5	1	-6
Cc1cc(C)c(CN2CCCC(CNC(=O)c3ccc(F)cc3)C2)c(-n2cccn2)c1 (configuration not stated)	2	·	·	·	·	2	3
Cc1ccccc1-n1c(=O)cc(N2CCCCCC2)[nH]c1=O	0	-5	3	3	-10	-6	0
Cc1onc(-c2c(F)cccc2Cl)c1C(=O)N1CCCC1	0	-5	·	-3	·	-1	-1
CC(C)NC(=O)[C@@H]1CSC2c3ccccc3C(=O)N21 (some centres not stated)	-3	1	2	4	1	-1	5
Cc1cc(C)cc(C(=O)NCCCc2ccccc2)c1	-2	·	-1	9	2	-7	-2
COc1ccc2c(c1)[nH]c1c(=O)n(CCCN3CCOCC3)cnc12	9	-2	·	-7	-5	-5	11
O=C(CN1CCOCC1)Nc1ccc(N2CCN(c3ccccc3)CC2)c(F)c1	1	-1	8	2	2	2	·
CCC(=O)N(C)C[C@@H]1Oc2ncc(-c3ccc(F)cc3)cc2C(=O)N([C@H](C)CO)C[C@H]1C	1	1	-2[16.7 µM]	2	2	-5	-17
O=C(OCCN1C(=O)CCC1=O)c1ccc(S(=O)(=O)N2CCCCC2)cc1	·	1	-5	·	-4	·	-8
